Compound activity deposited in PubChem by Sanford-Burnham Center for Chemical Genomics.
mIAP block: mouse IAP inhibition | inhibition, % at 10 µM | purified mouse IAP, CDP-Star luminescence, 30 min | actives 0.2% (n = 330,000) | AID 2806;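 active = inhibition of at least 40% at 10 µM in the primary screen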;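 note: plate controls were DMSO with enzyme for no effect and no enzyme wells for full effect; values of inactives mirror those of a sister screen read the other way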
ATG4B inhibitor: ATG4B (human) cysteine protease inhibition; Q9Y4P1; ATG4B cleavage of LC3-PLA2, NBD-HPC fluorescence, 1 h; inhibition, % at 8.33 µM; actives 0.51% (n = 340,000); in the data active = inhibition above about 40%
Target sequence (Q9Y4P1 whole entry, looked up): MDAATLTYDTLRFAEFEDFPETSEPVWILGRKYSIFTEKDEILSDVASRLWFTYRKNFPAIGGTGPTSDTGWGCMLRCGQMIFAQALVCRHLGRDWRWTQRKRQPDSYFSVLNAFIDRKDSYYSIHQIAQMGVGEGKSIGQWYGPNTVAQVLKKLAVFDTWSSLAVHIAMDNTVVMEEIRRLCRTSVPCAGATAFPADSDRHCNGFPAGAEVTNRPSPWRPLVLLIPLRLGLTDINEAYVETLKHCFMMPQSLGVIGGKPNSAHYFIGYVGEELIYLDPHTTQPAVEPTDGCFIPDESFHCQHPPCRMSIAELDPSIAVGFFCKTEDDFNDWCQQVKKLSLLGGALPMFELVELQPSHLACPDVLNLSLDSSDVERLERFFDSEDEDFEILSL
A3A deaminase: blocks human APOBEC3A ssDNA deamination. P31941. recombinant A3A, FAM/TAMRA ssDNA deamination fluorescence. inhibition, % at 20 µM. actives 0.41% (n = 330,000). AID 493011;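 active = at least 40% inhibition at 20 µM here, with at most 30% in a related deaminase screen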;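 note: plate controls were A3A with DMSO for no effect and wells lacking A3A enzyme for full effect; some results filed as inactive read as strong as hits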
Target sequence (P31941 whole entry, looked up): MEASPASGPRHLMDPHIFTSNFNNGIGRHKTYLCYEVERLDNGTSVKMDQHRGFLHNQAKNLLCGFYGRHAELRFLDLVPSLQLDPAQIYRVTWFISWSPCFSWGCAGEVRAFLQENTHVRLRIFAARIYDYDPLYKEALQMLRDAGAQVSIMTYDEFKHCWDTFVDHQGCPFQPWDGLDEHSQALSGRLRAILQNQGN
mIAP act: increases mouse intestinal alkaline phosphatase activity; muIAP, CDP-Star luminescence, 30 min; active compounds read high; 1 = vehicle-only enzyme signal, 0 = enzyme-free wells; activation factor at 10 µM; actives 0.24% (n = 330,000); AID 2805;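 active = activation factor of at least 2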; note: the source names both 10 and 20 µM as test concentration; values of inactives mirror those of a sister screen read the other way
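Assay system: mouse IAP enzyme; reagent: chemiluminescent substrate CDP-Star; dosing: test compounds delivered from DMSO solution; schedule: 30 min at room temperature; measured by: luminescence from enzymatic CDP-Star hydrolysis; controls: DMSO-only wells and no-enzyme negative control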
beta cell repl: induces beta-cell replication in MIN6 cells | AID 2380 | actives 0.29% (n = 330,000) | MIN6 cells proliferation, ATPlite luminescence, 48 h; cells starved in 0.2% serum; 100% = growth in 10% serum | proliferation, % at 10 µM;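 active = compounds whose signal lies at least 3.5 SD above the mean of all wells on their plate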;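 note: 0% = DMSO-treated cells in low-serum medium and 100% = 10% serum control; some compounds called inactive have numbers as strong as hits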
A3G deaminase: inhibitors of human APOBEC3G DNA deaminase | Q9HC16 | recombinant A3G, ssDNA deamination FAM/TAMRA fluorescence | inhibition, % at 20 µM | actives 0.28% (n = 330,000) | AID 493012;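 active = inhibition of at least 40% at 20 µM, with no more than 30% in the related APOBEC3A deaminase screen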;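 note: plate controls were DMSO wells with A3G for no effect and wells lacking A3G enzyme for full effect; some compounds called inactive have numbers as strong as hits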
hIAP act: increases human intestinal alkaline phosphatase activity; actives 0.16% (n = 330,000); purified human IAP, CDP-Star luminescence, 30 min; active compounds read high; 1 = vehicle-only enzyme, 0 = enzyme-free background; activation factor at 10 µM;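 active = activation factor of the enzyme at least 2-fold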; note: the source names both 10 and 20 µM as test concentration; values of inactives mirror those of a sister screen read the other way
hIAP block: blocks human intestinal alkaline phosphatase | AID 2544 | P09923 | purified IAP, CDP-Star luminescence, 30 min | inhibition, % at 10 µM | actives 0.12% (n = 330,000);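 active = inhibition reaching a set limit with compound at 10 µM in the primary screen, cut at about 35% in these data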;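 note: plate controls were DMSO wells with enzyme for no effect and no-enzyme buffer wells for full effect; values of inactives mirror those of a sister screen read the other way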
MPTP block: permeability transition pore inhibition | isolated mouse mitochondria, Ca2+ swelling absorbance, 30 min | actives 1.4% (n = 360,000) | inhibition, % at 10 µM;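 active = inhibition of 50% or more, scaled per plate between neutral and stimulator controls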;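 note: 0% = DMSO wells given calcium and 100% = 1 mM EGTA wells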
* hit, by the source's call.

Letters: A = mIAP block; B = ATG4B inhibitor; C = A3A deaminase; D = mIAP act; E = beta cell repl; F = A3G deaminase; G = hIAP act; H = hIAP block; I = MPTP block
1: N/C(=N\OC(=O)c1ccc(Cl)cc1[N+](=O)[O-])c1cccnc1
  A: -8	B: -3	C: -2	D: 1.1	E: -3	F: -10	G: 0.97	H: 3	I: 1.3

2: O=C(OCc1nc2ccccc2[nH]1)C12CC3CC(CC(C3)C1)C2
  A: -23	B: 4	C: 3	D: 1.2	E: -2	F: -3	G: 0.89	H: 11	I: 2.4

3: COC(=O)C1=C(NC(=O)COc2ccc(Cl)cc2Cl)CCS1
  A: 9	B: 4	C: 0	D: 0.91	E: -2	F: 3	G: 0.98	H: 2	I: -0.2

4: CS(=O)(=O)N(CC(=O)N1CCC(C(N)=O)CC1)c1ccc(Oc2ccccc2)cc1
  A: 1	B: 1	C: -4	D: 0.99	E: -3	F: -10	G: 1	H: -2	I: 0.7

5: Cc1cc(C)n2nc(C(=O)Nc3c(C)nn(Cc4ccc(F)cc4)c3C)cc2n1
  A: -4	B: -7	C: 12	D: 1	E: 6	F: 4	G: 0.96	H: 4	I: 1.0

6: COC(=O)c1ccc(-c2ccc(/C=N/NC(=O)CC3(C)OCCCO3)o2)cc1
  A: -18	B: -4	C: -3	D: 1.2	E: -4	F: -5	G: 0.98	H: 2	I: 0.9

7: Cc1sc2ncn(C(C)C(=O)OC3CCCCC3)c(=O)c2c1C (configuration not stated)
  A: -10	B: 1	C: -2	D: 1.1	E: -2	F: -2	G: 0.91	H: 10	I: -2.5

8: O=C1NC(c2ccccc2Br)=N/C1=C\c1ccco1
  A: 36	B: -4	C: 9	D: 0.64	E: -1	F: 6	G: 0.89	H: 11	I: 1.7

9: CC(Cc1ccccc1)N/C=C1/CC(=O)NC1=O (configuration not stated)
  A: -4	B: -9	C: -4	D: 1	E: 1	F: -6	G: 1.1	H: -5	I: -0.8

10: CCCCOc1ccc(C(=O)Oc2ccc(C)nc2)cc1
  A: 12	B: -5	C: 6	D: 0.88	E: -5	F: -5	G: 0.89	H: 11	I: -0.1

11: CCCc1ccc(Oc2cc(N3CCOCC3)nc(-c3ccccc3)n2)cc1
  A: 20	B: 2	C: -1	D: 0.81	E: -6	F: -2	G: 0.98	H: 2	I: 3.7

12: Cc1c(Cl)cccc1NC(=S)NCc1ccccc1Cl
  A: -169	B: 79*	C: -3	D: 2.7*	E: -6	F: -4	G: 1	H: -1	I: 84*

13: O=C(Nc1ccccc1C(F)(F)F)c1ccc(CN2CCC(Cc3ccccc3)CC2)cc1
  A: -5	B: 19	C: -1	D: 1.1	E: -6	F: 5	G: 1.1	H: -9	I: 8.3

14: COc1ccc(-n2nc([N+](=O)[O-])c(=NCc3ccco3)n2O)cc1
  A: 6	B: 0	C: 0	D: 0.94	E: -3	F: -5	G: 0.81	H: 19	I: 2.8

15: O=C(NCc1ccco1)C1CCCCC1
  A: 8	B: -2	C: -3	D: 0.92	E: 1	F: -6	G: 1	H: -4	I: -2.5

16: O=C(CCNc1ccccc1)c1cccc([N+](=O)[O-])c1
  A: 7	B: -6	C: 0	D: 0.93	E: -6	F: -1	G: 0.8	H: 20	I: -0.1

17: C/C(=N\N)c1c(-c2ccccc2)c2cc(C)ccc2[nH]c1=O
  A: 3	B: -5	C: 4	D: 0.97	E: 0	F: -1	G: 1	H: -3	I: -1.1

18: CC(=O)c1c(-c2ccccc2)c2cc([N+](=O)[O-])ccc2[nH]c1=O
  A: 3	B: -2	C: 1	D: 0.97	E: -4	F: 4	G: 0.87	H: 13	I: 0.8

19: CC1CCN(c2nc3c(N)ncnc3n2[C@@H]2O[C@H](CO)[C@@H](O)[C@H]2O)CC1
  A: 9	B: -14	C: -1	D: 0.91	E: -4	F: -10	G: 0.97	H: 3	I: 0.7

20: COc1ccc(/C=N/Nc2nc(C)cc(=O)[nH]2)cc1OC
  A: -2	B: 4	C: -3	D: 1	E: -3	F: -10	G: 1.1	H: -11	I: -0.6

21: O=C(CSc1nc2ccccc2[nH]1)Nc1nc(-c2cccc(Br)c2)cs1
  A: 23	B: -8	C: -2	D: 0.77	E: -6	F: -9	G: 1.4	H: -36	I: 0.2

22: O=[N+]([O-])c1cccc(/C=N/Nc2nc(C(Cl)(Cl)Cl)nc3ccccc23)c1
  A: 7	B: -3	C: 6	D: 0.93	E: -6	F: -5	G: 0.91	H: 9	I: 38

23: CCN(c1ccccc1)S(=O)(=O)c1cccc(C(=O)NCCOc2ccccc2OC)c1
  A: 11	B: -10	C: -3	D: 0.89	E: 1	F: -8	G: 1.3	H: -26	I: -0.6

24: CC1CCc2[nH]c3ccc(C(=O)N(C)CC(=O)Nc4ccccc4Cl)cc3c2C1 (configuration not stated)
  A: -14	B: -9	C: -5	D: 1.1	E: 1	F: -5	G: 0.96	H: 4	I: -2.7

25: O=C1NC(c2cccs2)Nc2ccccc21 (configuration not stated)
  A: -5	B: -9	C: 0	D: 1	E: 1	F: -3	G: 1	H: -1	I: 1.6

26: Cc1ccc(C(=O)CCC2CCCC2=O)cc1 (configuration not stated)
  A: 1	B: -5	C: -2	D: 0.99	E: 2	F: -3	G: 1.1	H: -8	I: -0.9

27: COc1ccc(C(=O)Nc2cccc(S(C)(=O)=O)c2)cc1
  A: 15	B: -10	C: -2	D: 0.85	E: 2	F: -7	G: 1.1	H: -10	I: 1.4

28: Cc1ccccc1OCc1nc(-c2cccnc2)no1
  A: -1	B: 3	C: 3	D: 1	E: -2	F: -2	G: 0.95	H: 5	I: 0.1

29: COc1cccc(NC(=O)C2CCN(c3ncccn3)CC2)c1
  A: -6	B: 13	C: 0	D: 1.1	E: -4	F: -5	G: 1	H: 0	I: 2.0

30: Cc1cc(C)cc(OCCNS(=O)(=O)c2cccs2)c1
  A: 3	B: 7	C: -4	D: 0.97	E: -1	F: -8	G: 1	H: -2	I: -1.2

(31) CC(C)(C)OC(=O)N1CCC(C(=O)NCC2CCCO2)CC1 (configuration not stated)
(32) CCOC(=O)c1ccc(Oc2nc(NC(C)(C)C)nc(N(C)C)n2)cc1
(33) COc1cc(CN2CCNC(=O)C2CC(=O)N(C)Cc2ncc[nH]2)cc(OC)c1 (configuration not stated)
(34) O=C(CNC(=O)C1COc2ccccc2O1)N/N=C/c1ccc([N+](=O)[O-])cc1 (configuration not stated)
(35) CN(CC(=O)NCC(=O)Nc1ccc(F)cc1)C1CCS(=O)(=O)C1 (configuration not stated)
(36) Cc1ccc(S(=O)(=O)N(C)CCCC(=O)N2CCN(C=O)CC2)cc1
(37) CCCCCn1c(=O)[nH]c2cc(C(=O)NCc3ccccn3)ccc2c1=O
(38) Cc1cc(Cl)c(S(=O)(=O)NCc2ccncc2)cc1OCC(N)=O
(39) CC(C)CNc1cc(Cl)c(S(=O)(=O)NCC(C)C)cc1C(=O)O
(40) CC(C)CN(CC(C)C)S(=O)(=O)N1CCC(C(=O)NCCc2ccc(Cl)cc2)CC1

assay / entry	31	32	33	34	35	36	37	38	39	40
mIAP block	4	12	6	12	10	-5	-9	9	-7	-44
ATG4B inhibitor	-4	12	21	2	-6	-6	-13	4	-8	-1
A3A deaminase	-2	-4	2	-1	-4	3	-5	-1	2	4
mIAP act	0.96	0.88	0.94	0.88	0.9	1.1	1.1	0.91	1.1	1.4
beta cell repl	-2	-2	-2	0	1	-1	1	1	0	-4
A3G deaminase	-9	-7	-1	-10	-9	-3	-5	-1	-5	3
hIAP act	0.97	0.92	0.89	0.92	0.94	0.89	1	1.1	1.2	0.95
hIAP block	3	8	11	8	6	11	-2	-12	-21	5
MPTP block	0.7	0.4	-2.3	-0.7	-2.6	0.3	1.7	-0.2	-0.1	5.8

(41) CCCCN1C(=S)NC[C@@H]1c1ccccc1
(42) Cc1cc(C)n(Cc2nc3ccccc3n2C)n1
(43) CSc1ccc(-c2nnn(CC(=O)NCc3ccccc3)n2)cc1
(44) Cc1ccc(C(=O)c2c3ccc(C(F)(F)F)cc3[n+]([O-])n2CCCC(N)=O)cc1
(45) CC1Cc2cc(/C(O)=C3/C(=O)C(=O)N(CCCn4ccnc4)C3c3cccnc3)ccc2O1 (configuration not stated)
(46) COc1c(C)cc(C(=O)C2CCCN(C(=O)c3cccc(-n4cccn4)c3)C2)cc1C (configuration not stated)
(47) Cc1ccc(NC(=O)CSc2nc(NS(=O)(=O)c3ccc(C)cc3)cc(=O)[nH]2)cc1
(48) Cc1ccc(SCC(=O)Nc2ccc(S(=O)(=O)Nc3ncccn3)cc2)cc1
(49) CCOC(=O)CN(C(=O)CSc1nnc(-c2cccc(OC)c2)o1)c1ccc(F)cc1

assay / entry	41	42	43	44	45	46	47	48	49
mIAP block	6	0	-10	5	4	6	11	1	14
ATG4B inhibitor	5	-12	1	1	-2	-11	-12	-10	-6
A3A deaminase	-6	1	-3	-3	-1	2	8	3	-1
mIAP act	0.94	1	1.1	0.95	0.96	0.94	0.89	0.99	0.86
beta cell repl	-3	-1	3	3	-4	0	-2	-2	1
A3G deaminase	-9	-3	-6	-6	-6	-3	-1	-7	-2
hIAP act	0.93	0.95	0.86	1.1	1	0.99	1.2	0.96	1
hIAP block	7	5	14	-8	0	1	-20	4	-4
MPTP block	-0.2	-0.1	-0.2	0.3	-0.1	0.8	11	-6.0	4.3
